Shiga toxin inh – Shiga toxin inhibition. Vero cells, Shiga toxin protein synthesis inhibition reporter. inhibition, % at 38.7 µM. hit rate 9.2% among 290,000; in the data active means inhibition mostly above about 28%, no sharp cut-off; inactive means mostly below about 43%; further: 0% is about no effect
Sm TGR block – blocks Schistosoma mansoni thioredoxin glutathione reductase; Q962Y6; purified TGR, DTNB reduction, TNB absorbance 405 nm; Potency, µM (titrated, usually from 114 µM), for the others: top-dose activity change, negative = inhibition, most hits filed as inhibitors; hit rate 3% among 360,000; further: potency means the concentration at half of the fitted maximal effect; on the % scale 0 is the no-effect control and ±100 the full control effect; nearly all actives have a fitted effect of over 60% in size
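First, TGR (20 nM dispensed) and NADPH were mixed with compound. Second, a 15 min room-temperature incubation followed. Third, further NADPH and then DTNB were added to start the reaction. Finally, TNB absorbance was monitored kinetically.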
Giardia FBPA inh – blocks Giardia fructose-bisphosphate aldolase activity; hit rate 0.71% among 290,000; Potency, µM (titrated, usually from 59.6 µM), inactives show at the top dose activity, negative = inhibition, usual class: inhibitors; purified Giardia FBPA; A8B2U2; further: potency means the concentration at half of the fitted maximal effect; on the % scale 0 is the no-effect control and ±100 the full control effect; nearly all actives have a fitted effect of over 55% in size
Target sequence (A8B2U2 whole entry, looked up): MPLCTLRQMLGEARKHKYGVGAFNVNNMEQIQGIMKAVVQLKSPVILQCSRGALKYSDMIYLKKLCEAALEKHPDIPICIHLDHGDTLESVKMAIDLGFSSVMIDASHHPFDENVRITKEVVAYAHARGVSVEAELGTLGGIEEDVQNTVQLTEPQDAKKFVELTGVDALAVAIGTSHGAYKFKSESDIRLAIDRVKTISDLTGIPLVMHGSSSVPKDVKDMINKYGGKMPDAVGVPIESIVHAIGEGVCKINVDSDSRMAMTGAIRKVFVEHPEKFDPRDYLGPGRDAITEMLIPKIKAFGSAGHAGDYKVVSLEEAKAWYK
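40 nM FBPA preincubated 10 min at RT with compound (up to 57.5 uM final), then substrate plus GAPDH/TPI/NAD/arsenate coupling and diaphorase/resazurin added. Fluorescence read after 20 min at RT, 525/598 nm.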
CHX counter – counter-screen for Shiga toxin inhibitors: cycloheximide protein synthesis inhibition | hit rate 12% among 300,000 | AID 2314 | max response, % | cell reporter, cycloheximide protein synthesis inhibition counterscreen; in the data active means max response mostly above about 13%, no sharp cut-off; inactive means mostly below about 14%; further: read at 38.3 µM for the half of the compounds with a filed dose; 0% is about no effect
Pf growth 48h – inhibits P. falciparum growth in the first generation, 48 h. Potency, µM (top dose mostly 28.7 µM), inactives show at the highest dose activity change, negative = inhibition, hits mostly inhibitors. AID 504832. hit rate 5.9% among 310,000. P. falciparum luciferase growth in erythrocytes, 48 h; further: potency means the concentration at half of the fitted maximal effect; on the % scale 0 is the no-effect control and ±100 the full control effect
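In quantitative HTS format, infected erythrocytes bearing luciferase-reporter parasites were treated for a single generation at 37 C. Luminescence after adding detection reagent served as the growth measure.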
Pf growth 96h – inhibits malaria parasite growth, 96 h. P. falciparum luciferase reporter growth, 96 h. Potency, µM (highest dose often 28.7 µM), for inactives: at the highest dose activity change, negative = inhibition, usual class: inhibitors. hit rate 6.9% among 320,000. AID 504834; further: potency means the concentration at half of the fitted maximal effect; on the % scale 0 is the no-effect control and ±100 the full control effect
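Cell-based qHTS: luciferase-tagged P. falciparum in erythrocytes (2% hematocrit, 0.05% parasitemia final) incubated with compounds for 96 hours, 37 C, 5% CO2; luciferase detection reagent then added and luminescence measured.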
An asterisk follows results filed as active; ? = inconclusive; · = not tested or not shown; [ ] = remark or other dose. Unless noted, the call rests on the fitted dose curve; in most records, active means well fitted curve in the direction sought with a large enough effect; inconclusive means small, poorly fitted or top-dose-only effect, or another doubt; inactive means no such curve, though single readings can be large; an effect the other way counts as inactive or inconclusive.

Second line of a record: Shiga toxin inh, Sm TGR block, Giardia FBPA inh, CHX counter, Pf growth 48h, Pf growth 96h
CC1CCC(NC(=O)c2cccc(S(=O)(=O)N3CCN(c4ccc(F)cc4)CC3)c2)CC1 (stereo unspecified)
    ·, -4%, ·, ·, 19%, ?
CCOc1ccc(C(=O)CSCC(=O)O)cc1
    21, -26%, -6%, 18, 41%[activator], 73%[activator]
CC(=O)Nc1nc(-c2ccc3c(c2)CCO3)cs1
    74*, 20%, -5%, 29*, 82%[activator], 109%[activator]
Cc1ccc(OCC(=O)NNC(=O)c2ccoc2C)c(Br)c1
    23, 6%, 2%, 8, 35%[activator], 12%
O=C(NN1C(=O)C2C3C=CC(O3)C2C1=O)c1cccc(O)c1 (stereo unspecified)
    -10, 20µM*, 1%, -7, 15%, ?
CC1(C)Oc2ccc(C(=O)N3CCOCC3)cc2N(CC(=O)Nc2ccccc2)C1=O
    -18, -12%, 2%, -1, 5%, ·
O=C(Nc1ccc(F)cc1)C1CC(=O)N(Cc2ccco2)C1 (stereo unspecified)
    -3, ?, ·, -2, 34%[activator], 32%[activator]
COc1ccc(F)cc1C(=O)C1CCCN(C(=O)CCN2CCCCO2)C1 (stereo unspecified)
    -5, 5%, 7%, 1, -4%, ?
CC1CCCCN1C(=S)NCc1ccco1 (stereo unspecified)
    -12, -10%, 0%, 0, -4%, -2%
Cc1ccccc1NC(=O)C1(NC(=O)c2cccc(N3C(=O)CSC3c3ccccc3)c2)CCCCC1 (stereo unspecified)
    -16, -1%, -7%, -1, 12µM*, ?
N#Cc1ccc(CSc2nnc(-c3cccnc3)o2)cc1
    8, 11%, 6%, -2, 11%, 2%
COc1ccccc1N1CC(C(=O)Nc2cc(C(F)(F)F)ccc2N2CCCC2)CC1=O (stereo unspecified)
    ·, 0%, ·, ·, ?, -5%
COCCCn1c(C(=O)NCCC2=CCCCC2)cc2c(=O)n3ccccc3nc21
    14, -9%, ·, 1, ?, ?
CC(CC(=O)Nc1cc([N+](=O)[O-])ccc1Cl)c1ccccc1 (stereo unspecified)
    1, 2%, -6%, -1, 70%[activator], 85%[activator]
Cc1ccc(SCCC(=O)NCc2ccccn2)cc1
    -6, 1%, 0%, -3, 20%, -27%
O=C(c1cccc(Oc2c(Cl)cccc2[N+](=O)[O-])c1)N1CCOCC1
    -8, 3%, ·, -2, -12%, 66%[activator]
O=C1/C(=C/c2ccc(O)cc2)SC(=S)N1CC1CCCO1 (stereo unspecified)
    40*, 0%, 3%, 36*, -27%, ?
Cc1ccc(N=C2SCCCN2C(=O)c2cccc(N3C(=O)CCC3=O)c2)cc1Cl
    ·, 0%, ·, ·, 1%, 0%
COc1cc(C2/C(=C(\O)c3ccc4c(c3)CC(C)O4)C(=O)C(=O)N2c2nnc(C)s2)cc(OC)c1OC (stereo unspecified)
    -7, -14%, -23%, -2, 2%, -12%
Cc1cccc2c1-c1sc(C(=O)Nc3cccc([N+](=O)[O-])c3C)cc1CO2
    6, 7%, 29%, 0, -5%, 0.74µM*
Cc1ccc(S(=O)(=O)CCc2nnc(NC(=O)c3cccs3)s2)cc1
    -5, 1%, 7%, -1, 7%, 13%
N#CCC(=O)N1CC2(CC(c3cccc(NC(=O)COc4ccc(Cl)cc4)c3)=NO2)C[C@@H]1C(N)=O (stereo partly specified)
    -14, 9%, -2%, -4, 24%, 21%
Cc1ccc(C2=CC(C)(c3ccc(C)cc3)Nc3nc(C(F)(F)F)nn32)cc1 (stereo unspecified)
    -6, 0%, -9%, -2, ?, ?
Cc1ccc(S(=O)(=O)n2nc(OC(=O)c3c(F)cccc3Cl)cc2N)cc1
    -8, 5%, -1%, -6, 17%, ?
COc1ccc2[nH]c(C(=O)NCc3ccccc3)cc2c1
    34, -3%, -3%, 8, -26%, -21%
COc1ccc(-c2cc(C3CCNCC3)[nH]n2)cc1
    23, 45µM*, 3%, 10, 2.6µM*, 2.3µM*
CCOC(=O)N1CCC(N2Cc3cccc(C(=O)NCc4ccccn4)c3C2=O)CC1
    -4, 5%, 1%, 1, ·, 15%
O=C(Nc1ccccc1Oc1ccccc1)c1cccc([N+](=O)[O-])c1
    -13, 8%, 0%, 5, 0%, 7%
CCN1CCc2nc(NC(=O)c3ccc(S(=O)(=O)N(C)C)cc3)sc2C1
    26, -16%, -25%, 8, 84%[activator], -9%
COc1ccccc1N1CCN(S(=O)(=O)c2ccc(-c3ccc(=O)[nH]n3)o2)CC1
    -7, -7%, 6%, -2, ?, ?
COc1ccc(C(C)C)cc1S(=O)(=O)n1cnc(C)c1
    -20, 0%, 1%, 1, ·, ?
COC(=O)c1ccc(OCC(O)CN2C(=O)c3ccccc3C2=O)cc1 (stereo unspecified)
    16, 0%, 3%, 6, -17%[0.00184 µM], 4%
O=C(Nc1ccc([N+](=O)[O-])cc1)N1CCc2ccccc2C1
    ·, 1%, -3%, 38*, ?, 47%[activator]
O=C(COC(=O)c1c(Cl)ccc(Cl)c1Cl)NC(=O)NCc1ccccc1
    15, -5%, 6%, 5, 2%, 18%
O=C1c2ccccc2CN1C(CO)c1ccccc1 (stereo unspecified)
    2, 7%, -6%, -3, ·, -29%
N/C(=C\C(=O)c1cc(Cl)ccc1O)C(Cl)(Cl)Cl
    24, ?, 10%, 13*, 2.9µM*, 10µM*
COc1ccc(C(=O)NNC(=O)CSc2nc3c([nH]2)c(=O)n(C)c(=O)n3C)cc1
    3, 1%, ?, 3, -2%, 49%[activator]
COc1ccc(C2(CNS(=O)(=O)c3ccc(C)cc3)CCOCC2)cc1
    -8, -4%, 2%, -2, 6%, 28%
COc1ccc(CN(C)C(=O)c2cccc(S(=O)(=O)N3CCc4ccccc43)c2)c(OC)c1
    ·, 10%, ·, ·, ?, ?
COc1cc(C(=O)Nc2ccc3ccccc3c2)cc(OC)c1OC
    26, -6%, 2%, 14*, 5.2µM*, 1.7µM*
CC#CCN(Cc1ccco1)C(=O)c1ccc(OC2CCN(Cc3ccccn3)CC2)cc1
    -4, 79µM*, ·, 1, ?, 35%[activator]
CCOc1ccccc1/C=N/Nc1nc(C)cc(=O)[nH]1
    -5, -3%, -13%, -1, 4%, -7%
O=C(O)/C=C/c1cn(-c2ccccc2)nc1-c1cccc([N+](=O)[O-])c1
    -10, 8%, -9%, -2, -16%, -13%
CCN(CC)c1ccc(C(=O)N/N=C/c2ccc(N3CCOCC3)cc2)cc1
    -11, -1%, 2%, -3, -10%, -14%
CCSc1ccc([C@@H]2[C@H]3C(=O)N(C)C(=O)[C@H]3[C@]3(C(=O)OC)CCCCN23)cc1
    ·, ?, ·, ·, 12µM*, ?
CC[N+]1(C)CCC(=C2c3ccccc3CC(=O)c3sccc32)CC1 (stereo unspecified)
    -8, -13%, -2%, -3, ?, 12µM*
CC(C)Cc1ccc(S(=O)(=O)N2CCOCC2)cc1
    12, 4%, 9%, -1, -7%, ·
Cc1ccc(NC(=O)CN2C(=O)NC(C)(c3ccc(Cl)cc3)C2=O)cc1 (stereo unspecified)
    20, 0%, -3%, -5, 3%, 18%
Cc1cc(=O)[nH]c(SCC(=O)Nc2nnc(SCc3ccccc3)s2)n1
    -1, -10%, 10%, 5, 16%, 10%
CC(=O)NCCc1nc2ccccc2n1CCOc1ccc(C)cc1
    -7, 4%, 2%, 1, ?, -9%

Next section
Second line of a record: Shiga toxin inh, Sm TGR block, Giardia FBPA inh, CHX counter, Pf growth 48h, Pf growth 96h
O=C(N=Nc1c(O)[nH]c2ccccc12)c1cccc(S(=O)(=O)N2CCCCC2)c1
    63*, 5%, -6%, 12*, 9.3µM*, 3.3µM*
Cc1ccc(/C=N/NC(=O)C2(O)c3ccccc3-c3ccccc32)o1
    7, -22%, 0%, 1, -13%, -7%
CNC(=O)c1ccsc1NC(=O)c1ccc(S(=O)(=O)N2CCCc3ccccc32)cc1
    -1, -2%, -6%, 3, 12µM*, 9.3µM*
O=C(Nc1ccc(Cl)cc1C(=O)c1ccccc1Cl)c1ccco1
    -2, -1%, 1%, -4, -1%, 41%[activator]
COc1ccc(S(=O)(=O)Cc2ccc(C(=O)NC3CC3)o2)cc1
    -4, -5%, 3%, -1, ·, 2%
CCOc1ccc(/C=N/OCC(=O)NCc2cccs2)cc1
    -9, 8%, 8%, -6, 12%, -1%
NC(=O)CN1CCN(C(=O)Nc2ccccc2)CC1
    10, 5%, 2%, -2, 1%, -2%
Cc1cc(C)c2c(=O)[nH]c(SCC(=O)Nc3ccc(Br)cc3)nc2n1
    4, -17%, 32µM*, -1, 21%, -7%
C#CCn1cc(C=C2C(=O)c3ccccc3C2=O)c2ccccc21
    -16, 3%, 0%, -2, -3%, ?
CCOC(=O)/C=C1\CC(=O)Nc2nonc2N1
    -4, 12%, 5%, -1, 0%, -6%

Grouped by structure, those above with a furan ring, fused or not
Second line of a record: Shiga toxin inh, Sm TGR block, Giardia FBPA inh, CHX counter, Pf growth 48h, Pf growth 96h
Cc1ccc(OCC(=O)NNC(=O)c2ccoc2C)c(Br)c1
    23, 6%, 2%, 8, 35%[activator], 12%
O=C(Nc1ccc(F)cc1)C1CC(=O)N(Cc2ccco2)C1 (stereo unspecified)
    -3, ?, ·, -2, 34%[activator], 32%[activator]
CC1CCCCN1C(=S)NCc1ccco1 (stereo unspecified)
    -12, -10%, 0%, 0, -4%, -2%
COc1ccccc1N1CCN(S(=O)(=O)c2ccc(-c3ccc(=O)[nH]n3)o2)CC1
    -7, -7%, 6%, -2, ?, ?
CC#CCN(Cc1ccco1)C(=O)c1ccc(OC2CCN(Cc3ccccn3)CC2)cc1
    -4, 79µM*, ·, 1, ?, 35%[activator]
Cc1ccc(/C=N/NC(=O)C2(O)c3ccccc3-c3ccccc32)o1
    7, -22%, 0%, 1, -13%, -7%
O=C(Nc1ccc(Cl)cc1C(=O)c1ccccc1Cl)c1ccco1
    -2, -1%, 1%, -4, -1%, 41%[activator]
COc1ccc(S(=O)(=O)Cc2ccc(C(=O)NC3CC3)o2)cc1
    -4, -5%, 3%, -1, ·, 2%

Bioassay records as filed in PubChem.
